# Bioassay records as filed in PubChem.
# S2 tox: Viability Counterscreen for Primary qHTS for Inhibitors of ATXN expression; S2 cells (HEK-293 line with an ATXN2-luciferase reporter) viability, CellTiter-Fluor protease fluorescence, 24 h; Potency, µM (highest dose often 56.7 µM), most hits filed as cytotoxic; actives 0.49% (n = 400,000); AID 651635, 2014; also: potency is read from the fitted curve at half-maximal effect; nearly all actives have a fitted effect of over 40% in size
# MCF10A rereplic: A quantitative high throughput screen for small molecules that induce DNA re-replication in MCF 10a normal breast cells; MCF 10A DNA re-replication, Hoechst nuclear intensity, 48 h; Potency, µM (doses to about 46.1 µM), inactives show top-dose activity, positive = re-replication, usual class: activators; actives 2.9% (n = 350,000); also: potency is read from the fitted curve at half-maximal effect; % of control where 0% means no effect; nearly all actives have a fitted effect of over 50% in size
# IL-1B inflam inh: qHTS for Inhibitors of Inflammasome Signaling: IL-1-beta AlphaLISA Primary Screen; THP-1 LPS/ATP IL-1B secretion, AlphaLISA, 16 h; hits give low values; activity change, % at 57.5 µM; actives 4.7% (n = 360,000); in the data active = activity change below about -50%; inconclusive = mostly about -30% to -49%; also: % is scaled to controls: 0 for no effect and ±100 for the full control effect
#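 Secreted IL-1B measured by AlphaLISA bead assay after 16 h compound exposure of THP-1 cells; compounds (final up to 57.5 uM) added 1 h before LPS (250 ng/mL) and ATP (1.25 mM) stimulation; lower signal means less secretion.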
# TGFb inhibitor: qHTS for Inhibitors of TGF-b; HepG2 CAGA-GFP TGF-b/SMAD3 reporter, GFP fluorescence, 18 h; TGF-beta stimulated, 500 pg/mL final; Potency, µM (highest dose often 46.1 µM), without a hit: at the top dose activity, negative = inhibition, most hits filed as inhibitors; actives 1.2% (n = 410,000); also: potency is read from the fitted curve at half-maximal effect; % is scaled to controls: 0 for no effect and ±100 for the full control effect; nearly all actives have a fitted effect of over 65% in size
#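 First, reporter cells (HEPG2 CAGA-GFP) rested 2 h at 37 degrees C. Next, compounds were pinned in and TGF-beta added to 500 pg/mL final. After 18 h, GFP was imaged per cell and summed per well.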
# A549 tox: Nrf2 qHTS screen for inhibitors: counterscreen for cytotoxicity; A549 ARE-Fluc cells, CellTiter-Fluor viability, 18-24 h; Potency, µM (doses to about 46 µM), inactives show at the top dose activity change, negative = cytotoxicity, usual class: inhibitors; actives 0.16% (n = 390,000); AID 504648, 2011; also: potency is read from the fitted curve at half-maximal effect; % is scaled to controls: 0 for no effect and ±100 for the full control effect
#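 A549 ARE-Fluc cells in 5% FBS OPTI-MEM, 5000 cells/well, rested 2 h then exposed to compounds in concentration-response for 18-24 h at 37 °C. Viability by CellTiter-Fluor fluorescence (Ex 405/Em 525) after 30 min; luciferase luminescence (BugLite, 15 min, RT) read afterwards.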
# HepG2 viability: qHTS for Inhibitors of TGF-b: Cytotox Counterscreen; HepG2 CAGA-GFP viability, ATP luminescence, 18 h; Potency, µM (series often up to 46.1 µM), for the others: at the highest dose activity change, negative = cytotoxicity, most hits filed as cytotoxic; actives 0.76% (n = 410,000); also: potency is read from the fitted curve at half-maximal effect; some results filed as inactive show a strong effect at the top dose
#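 CellTiter-Glo luminescence gave cytotoxicity after 18 hours at 37 degrees C. The cells were HepG2 CAGA-GFP in 1% FBS DMEM, stimulated with 500 pg/mL TGF-beta after compound addition. %Activity was normalised to no-cell wells (complete cell-killing) and DMSO (no toxicity), and curves were fitted and classified.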
# ATXN2 expr inh: Primary qHTS for Inhibitors of ATXN expression; actives 0.72% (n = 360,000); Potency, µM (doses to about 57 µM), for the others: at the top dose activity change, negative = inhibition, hits mostly inhibitors; AID 1745845, 2022; HEK-293 ATXN2-luciferase reporter, luminescence, 24 h; also: potency is read from the fitted curve at half-maximal effect; % is scaled to controls: 0 for no effect and ±100 for the full control effect; nearly all actives have a fitted effect of over 55% in size
#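 ATXN2-luciferase reporter cells (luciferase flanked by upstream and downstream ATXN2 gene portions) were treated 24 h at 37 °C with compounds at up to 57 uM. SteadyGlo luminescence gave expression; GF-AFC fluorescence gave viability.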
# Nrf2 block: Nrf2 qHTS screen for inhibitors. A549 ARE-Fluc reporter, luciferase luminescence, 18-24 h. Potency, µM (series often up to 46 µM), for inactives: at the top dose activity change, negative = inhibition, usual class: inhibitors. actives 2.1% (n = 360,000). AID 504444, 2011; also: potency is read from the fitted curve at half-maximal effect; % is scaled to controls: 0 for no effect and ±100 for the full control effect; nearly all actives have a fitted effect of over 60% in size
#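 Quantitative HTS in A549 cells stably bearing an antioxidant response element-firefly luciferase construct. Inhibition of Nrf2-driven transcription was scored by luminescence after 18-24 h of compound exposure at 37 °C.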
# Nrf2 activator: qHTS of Nrf2 Activators | AID 624171, 2012 | AREc32 ARE-luciferase reporter (MCF7-derived line), luminescence, 24 h | Potency, µM (doses to about 46.1 µM), without a hit: at the highest dose activation, usual class: activators | actives 0.31% (n = 410,000); also: potency is read from the fitted curve at half-maximal effect; % of control where 0% means no effect; nearly all actives have a fitted effect of over 65% in size
#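 Luminescent ARE reporter assay in AREc32_Fluc cells: overnight plating at 37 deg C, 24 hr compound incubation, Steady-Glo added, 30 min RT before reading.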
# Numbers without * were called inactive; i = inactive; ? = inconclusive; / = not tested or not shown; & = joins results of further samples; [ ] = dose if it differs, or a comment. Unless noted, calls follow the shape of the dose curve; as a rule, active = well fitted curve in the direction sought with a large enough effect; inconclusive = small, poorly fitted or top-dose-only effect, or another doubt; inactive = no such curve, though single readings can be large; an effect the other way counts as inactive or inconclusive.
Structure	S2 tox	MCF10A rereplic	IL-1B inflam inh	TGFb inhibitor	A549 tox	HepG2 viability	ATXN2 expr inh	Nrf2 block	Nrf2 activator
Cc1ccc(C(=O)Nc2ccc3nccnc3c2)cc1	i	1%	-28	?	-8%	9%	-17%	?	-1.2%
CCOC(=O)c1scc(-c2ccccc2)c1S(=O)(=O)N1CCN(c2ccccc2OC)CC1	?	/	/	?	-15%	-26%	-18%	?	4.4%
O=C(Cc1ccc(F)cc1)Nc1nnc(SCC(=O)N2CCCCC2)s1	i	11%	13	2%	2%	-16%	-6%	-10%	-0.6%
CCOC(=O)C1(Cc2cccc(OC)c2)CCN(Cc2ccc(OC)c(OC)c2)CC1	i	?	-22	-13%	0%	-38%	-24%	-28%	2.2%
Cc1ccc(C2c3c(oc4cc(C)c(C)cc4c3=O)C(=O)N2CCCN2CCOCC2)cc1 (stereo unspecified)	i	-12%	-28	?	-22%	-23%	5%	7%	0.3%
Cc1ccc(-c2nnn(CC(=O)N(c3ccccc3)C(C(=O)NC3CCCC3)c3ccncc3)n2)o1 (stereo unspecified)	i	-2%	13	10%	-6%	7%	-4%	-25%	-0.4%
O=C(NCC1CCCO1)c1cccc(S(=O)(=O)Nc2cccc(C(F)(F)F)c2)c1 (stereo unspecified)	i	-5%	10	-22%	-6%	3%	15%	?	0.3%
COc1ccc(CCNC(=O)C2CCN(S(=O)(=O)c3ccc4c(c3)oc(=O)n4C)CC2)cc1OC	i	-2%	11	11%	1%	13%	4%	10%	0.4%
CSc1ccccc1NC(=O)CSc1nnc(COc2ccccc2)o1	i	-7%	3	22%	-18%	-1%	10%	?	-0.5%
NC(=O)c1sc2nc3c(c(-c4cccs4)c2c1N)CCCCC3	i	13µM*	8	-16%	7%	-15%	1%	?	-1.1%
Cc1nn(CC(=O)Nc2ccccc2C(F)(F)F)c(=O)c2cccn12	?	-14%	-6	11%&-27%	0%&-11%	1%&-6%	9%	-11%&17%	0.2%&1.0%
O=C(NCc1cccnc1)C1CCN(S(=O)(=O)c2cccnc2)CC1	i	-2%	8	1%	-4%	-6%	-9%	3%	0.0%
Cc1ccc(N2C(=O)[C@@H]3[C@H](C2=O)[C@H]2C=CC=NN2[C@@H]3C(=O)Nc2ccccc2)cc1	i	-6%	18	-5%	-3%	4%	37%	7%	4.9%
Cn1ccsc1=NC(=O)c1ccc(S(C)(=O)=O)cc1	i	7%	-14	0%	-7%	-42%	45%[activator]	?	0.3%
CC(=O)Nc1ccc(NC(=O)C(C)OC(=O)CCCc2c[nH]c3ccccc23)cc1 (stereo unspecified)	i	-10%	18	4%	4%	0%	34%	-1%	-0.1%
O=S(=O)(Nc1cc(Br)cc2cccnc12)c1cccc2ccccc12	/	/	/	?	?	-34%	/	2.3µM*	/
CN(C)CCNc1nc(-c2ccco2)c2c(c1C#N)CC(C)(C)OC2	i	11%	7	-19%	/	3%	-32%	25%	5.6%
COc1ccc2c(c1)cc1c(=O)n(CC(=O)NC(C)CCc3ccccc3)nc(C)n12 (stereo unspecified)	i	5%	15	2%&2%	2%&-9%	-2%&2%	4%&6%	?	0.0%&-0.1%
O=[N+]([O-])c1cccc(/C=N/n2cnnc2)c1O	?	1%	22	15%	-12%	1%	8%	-1%	-0.7%
COCCSc1nc(N)c(NC(=O)c2ccco2)c(=O)[nH]1	i	-3%	12	-7%	-4%	-13%	1%	-2%	-0.7%
CCOC(=O)c1cc(-c2ccccc2)nc2c(O)cccc12	i	29%	8	?	0%	-53%	-15%	-9%	0.7%
O=S(=O)(/N=C(/Nc1cccc2ccccc12)c1ccccc1)c1ccc(F)cc1	?	2%	-3	-11%	0%	-12%	/	-29%	7.7%
COc1ccc(C(C(=O)NC2CCCC2)N2CCc3ccccc32)cc1 (stereo unspecified)	i	-1%	6	-4%	9%	-12%	-1%	9%	-0.7%
CCCCNS(=O)(=O)c1ccc2nc(SCC(N)=O)[nH]c2c1	i	1%	-2	3%	-3%	-32%	/	-13%	-0.8%
CCOCCCNC(=O)C1(O)c2cc(Br)ccc2NC(=O)N1c1cccc(OC)c1 (stereo unspecified)	i	-1%	38	32%[activator]	1%	-11%	-7%	-6%	0.7%
CSc1ccccc1C(=O)Nc1cc2c(cc1C(=O)O)OCCCO2	i	-3%	-12	2%	0%	3%	-10%	-8%	-0.4%
Cc1c(NCc2cc(Cl)cc(Cl)c2O)c(=O)n(-c2ccccc2)n1C	i	?	-3	?	-11%	2%	-10%	-2%	3.2%
COc1ccccc1-c1ccnc2[nH]n(-c3ccccc3)c(=O)c12	i	/	/	13%	2%	-7%	7%	-1%	0.4%
O=[N+]([O-])c1ccc(OC/C=C2\Oc3ccc([N+](=O)[O-])cc3C2N2CCOCC2)cc1 (stereo unspecified)	i	?	-59*	-2%	-1%	27%	-22%	-17%	3.0%
COc1ccc(C(=O)Cn2c(=O)oc3ccc(C)cc32)cc1	i	15%	-21	-15%	-6%	-15%	/	-7%	-0.7%
CS(=O)(=O)c1ccc(N2CCN(c3ccccn3)CC2)c([N+](=O)[O-])c1	i	7%	4	-3%	2%	-6%	-5%	2%	2.9%
O=C(CSc1cn(Cc2cccc(F)c2)c2ccccc12)NCc1ccc(F)cc1	?	-2%	12	-26%	2%	-73%	-25%	10%	0.0%

# Whole records, quoted from the list. Values in the order: S2 tox	MCF10A rereplic	IL-1B inflam inh	TGFb inhibitor	A549 tox	HepG2 viability	ATXN2 expr inh	Nrf2 block	Nrf2 activator
# CSc1ccccc1C(=O)Nc1cc2c(cc1C(=O)O)OCCCO2 in the list: i	-3%	-12	2%	0%	3%	-10%	-8%	-0.4%
# O=C(NCC1CCCO1)c1cccc(S(=O)(=O)Nc2cccc(C(F)(F)F)c2)c1 (stereo unspecified) in the list: i	-5%	10	-22%	-6%	3%	15%	?	0.3%

# Following part
Structure	S2 tox	MCF10A rereplic	IL-1B inflam inh	TGFb inhibitor	A549 tox	HepG2 viability	ATXN2 expr inh	Nrf2 block	Nrf2 activator
COc1cc(/C=N/NC(=O)c2ccc(CSc3nc4ccccc4[nH]3)cc2)ccc1O	i	21%	-16	-15%	-5%	0%	-24%	3%	6.0%
C/C(=N\NC(=O)c1ccc(=O)[nH]n1)c1cccnc1	i	11%	0	-3%	9%	1%	-27%	6%	0.3%
COc1ccc(S(=O)(=O)N2CCC3(CC2)OCCN3S(=O)(=O)c2cccs2)cc1OC	i	4%	0	12%	-2%	-17%	-1%	-11%	2.4%
Cc1ccc2c(Cl)c(C(=O)NCCCN3CCOCC3)sc2c1	i	/	-4	7%	/	-23%	19%	/	5.7%
COc1ccccc1Oc1ccc(S(=O)(=O)N2CCCC2)cc1	i	13%	18	?	0%	-5%	16%	11%	3.7%
COC(=O)c1sccc1NC(=O)Nc1ccccc1Cl	i	4%	-20	0%	1%	-12%	4%	-3%	0.0%
O=C1O[C@@H](c2ccccc2)C[C@@H](O)[C@H](O)CCCCc2ccccc21	i	/	-9	/	/	/	-16%	/	-0.6%
C=CCNc1nc2cc(-c3ccccc3OC)sc2c(=O)n1C	i	/	13	4%	/	-8%	21%	/	14%[9.22 µM]
C=CCNC(=O)c1onc(CSc2cc(C)ccc2C)c1C(=O)O	i	?	17	?	1%	-27%	4%	8%	0.1%
CCc1nnc(NC(=O)CSc2nccn2Cc2ccccc2)s1	i	/	/	6%	0%	-1%	5%	/	0.7%
CC(C)CC(=O)NC(NC(=S)Nc1cccc2cccnc12)C(Cl)(Cl)Cl (stereo unspecified)	i	-1%	-19	?	-21%	-14%	0%	21µM*	7.5%
CC(=O)Nc1ccc(NC(=O)COC(=O)c2ccco2)cc1	i	4%	13	-2%	7%	-42%	/	12%	-0.7%
CCOc1ccccc1N(C(=O)CNC(=O)c1ccco1)C(C(=O)NC1CCCC1)c1cccnc1 (stereo unspecified)	i	0%	-4	0%	-2%	7%	-3%	14%	0.2%
COc1ccc(CNC(=O)CCn2nc(C)c3c(C)n(-c4ccccc4)nc3c2=O)c(OC)c1	i	/	16	1%&-4%	1%&9%	-7%&3%	-12%	-10%&29%	-0.2%&0.0%
CN(C)c1ccc(C(=O)NNC(=O)Nc2ccccc2)cc1	i	9%	-9	30%[activator]	1%	2%	4%	2%	0.1%
O=C(COc1ccccc1)N(Cc1cccc(F)c1)C1CCS(=O)(=O)C1 (stereo unspecified)	i	4%	1	-9%	7%	-6%	/	1%	1.2%
CCc1ccc(CCC(=O)Nc2ccc(C(C)=O)cc2)o1	i	6%	2	4%	-5%	-10%	6%	14%	0.7%
CC(=O)Oc1cc(O)c2c(c1)OC(c1ccc(OC(C)=O)c(OC(C)=O)c1)C(OC(C)=O)C2=O (stereo unspecified)	i	1%	11	120%[activator]	5%	-8%	-5%	10%	-2.4%
N=c1sccn1CC(=O)NC(c1ccccc1)c1ccccc1	i	16%	-52*	-7%	3%	-2%	-19%	2%	-0.5%
COc1ccccc1CN1CC(C(=O)NC2(c3ccccc3)CC2)CCC1=O (stereo unspecified)	i	-39%[inhibitor]	-1	-6%	1%	-6%	9%	12%	0.2%
CC1=CS/C(=C(/C#N)C(=O)N2CCCCC2)N1c1ccccc1	i	13%	-6	8%	-3%	0%	-3%	15%	-1.3%
CN(C(=O)c1cccc(NC(=O)Cc2ccc(NC(=O)C3CCCN(C(=O)C4CCCCC4)C3)cc2)c1)C1CC1 (stereo unspecified)	i	17%	26	5%	1%	-1%	10%	-7%	3.9%
C#CCNC(=O)C1=C[C@H](c2ccc3c(c2)OCO3)[C@@H](CCCO)[C@H](OCC)O1	i	-36%	30	-20%	-1%	-21%	9%	9%	-0.9%
